High-throughput results as filed in PubChem.
Nrf2 ARE act: activates Nrf2 signaling. AREc32 ARE-luciferase reporter (MCF7-derived line), luminescence, 24 h. Potency, µM (titrated, usually from 46.1 µM), for inactives: top-dose activation, actives largely listed as activators. 410,000 tested, 0.31% active. AID 624171; further: potency means the concentration at half of the fitted maximal effect; % of control where 0% means no effect; nearly all actives have a fitted effect of over 65% in size
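Nrf2 activation is followed as ARE-luciferase induction in the AREc32 line after one day of compound treatment; luminescence is read with Steady-Glo.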
EPAC2 agonist: EPAC2 (human) agonism. Potency, µM (top dose mostly 154 µM), inactives show at the top dose activation, usual class: activators. Q8WZA2. AID 720711. 360,000 tested, 0.079% active. EPAC2 activation, biochemical qHTS; response scale: 100% = 6.5 mM cAMP response; further: potency means the concentration at half of the fitted maximal effect; nearly all actives have a fitted effect of over 50% in size
Target sequence (Q8WZA2 whole entry, looked up): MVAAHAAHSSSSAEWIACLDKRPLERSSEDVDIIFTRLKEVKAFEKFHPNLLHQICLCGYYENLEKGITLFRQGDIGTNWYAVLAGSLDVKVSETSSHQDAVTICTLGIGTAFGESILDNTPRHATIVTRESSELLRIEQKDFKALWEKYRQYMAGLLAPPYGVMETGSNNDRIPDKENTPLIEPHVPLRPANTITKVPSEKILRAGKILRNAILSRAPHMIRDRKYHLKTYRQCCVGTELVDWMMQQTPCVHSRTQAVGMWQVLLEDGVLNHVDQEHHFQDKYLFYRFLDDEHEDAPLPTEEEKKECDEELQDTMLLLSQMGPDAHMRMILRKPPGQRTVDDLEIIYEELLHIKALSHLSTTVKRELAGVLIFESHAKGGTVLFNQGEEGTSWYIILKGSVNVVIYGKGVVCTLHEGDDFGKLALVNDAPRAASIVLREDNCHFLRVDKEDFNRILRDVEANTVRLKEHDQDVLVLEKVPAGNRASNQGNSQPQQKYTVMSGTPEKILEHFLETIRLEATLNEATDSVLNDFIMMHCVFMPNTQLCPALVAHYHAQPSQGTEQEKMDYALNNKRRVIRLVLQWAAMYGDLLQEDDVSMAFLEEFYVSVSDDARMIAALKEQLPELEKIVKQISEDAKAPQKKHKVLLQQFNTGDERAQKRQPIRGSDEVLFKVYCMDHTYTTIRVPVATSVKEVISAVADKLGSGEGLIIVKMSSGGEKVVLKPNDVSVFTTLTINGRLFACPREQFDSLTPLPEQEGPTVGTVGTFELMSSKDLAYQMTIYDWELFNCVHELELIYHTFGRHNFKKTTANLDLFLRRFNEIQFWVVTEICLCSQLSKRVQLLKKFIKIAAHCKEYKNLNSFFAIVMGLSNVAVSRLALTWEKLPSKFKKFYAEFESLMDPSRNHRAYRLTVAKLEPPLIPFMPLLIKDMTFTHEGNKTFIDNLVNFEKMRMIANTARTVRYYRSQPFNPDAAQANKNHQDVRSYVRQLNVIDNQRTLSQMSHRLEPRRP
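Guanine nucleotide exchange by EPAC2 is measured as reduced fluorescence of BODIPY-GDP once it is released from 250 nM Rap1B. Plates are read kinetically for 30 min at room temperature; results are scaled to 6.5 mM cAMP.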
IL2 activator: IL-2 activation; 360,000 tested, 0.065% active; AID 652025; IL-2 activation reporter assay, cell-based qHTS; stimulated with anti-CD3/CD4/CD28 beads; in transgenic mouse T cells; activation, % (series mostly up to about 46 µM); in the data active means activation above about 50%; inconclusive means mostly about 30% to 49%; further: 0% is about no effect
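Unstimulated transgenic mouse T cells preincubated 60 min with compound, then stimulated with anti-CD3/anti-CD4-coated beads plus anti-CD28 for 18 h at 37 degrees C. IL-2 response read as EGFP and DsRed fluorescence by plate cytometry.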
ATXN viability: viability counter-screen for ATXN expression inhibitors | Potency, µM (top dose mostly 56.7 µM), usual class: cytotoxic | 400,000 tested, 0.49% active | S2 cells (HEK-293 line with an ATXN2-luciferase reporter) viability, CellTiter-Fluor protease fluorescence, 24 h; further: potency means the concentration at half of the fitted maximal effect; nearly all actives have a fitted effect of over 40% in size
HepG2 viability: counter-screen for TGF-b inhibitors: cytotoxicity in HepG2 cells; 410,000 tested, 0.76% active; HepG2 CAGA-GFP viability, ATP luminescence, 18 h; Potency, µM (highest dose often 46.1 µM), inactives show at the top dose activity change, negative = cytotoxicity, usual class: cytotoxic; further: potency means the concentration at half of the fitted maximal effect; some results filed as inactive show a strong effect at the top dose
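CellTiter-Glo luminescence gave cytotoxicity after 18 hours at 37 degrees C. The cells were HepG2 CAGA-GFP in 1% FBS DMEM, stimulated with 500 pg/mL TGF-beta after compound addition. %Activity was normalised to no-cell wells (complete cell-killing) and DMSO (no toxicity), and curves were fitted and classified.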
Nrf2 inh: inhibitors of Nrf2 signaling; AID 504444; 360,000 tested, 2.1% active; Potency, µM (doses to about 46 µM), inactives show at the top dose activity change, negative = inhibition, actives largely listed as inhibitors; A549 ARE-Fluc reporter, luciferase luminescence, 18-24 h; further: potency means the concentration at half of the fitted maximal effect; on the % scale 0 is the no-effect control and ±100 the full control effect; nearly all actives have a fitted effect of over 60% in size
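Reporter: ARE-Fluc in A549. Exposure: 18-24 h, 37 °C, 5% CO2, 5% FBS OPTI-MEM. Readouts: fluorescent cytotoxicity (CellTiter-Fluor), then luminescent Nrf2 signal after BugLite.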
A549 viability: counter-screen for Nrf2 inhibitors: cytotoxicity in A549 cells | A549 ARE-Fluc cells, CellTiter-Fluor viability, 18-24 h | Potency, µM (highest dose often 46 µM), for the others: top-dose activity change, negative = cytotoxicity, most hits filed as inhibitors | 390,000 tested, 0.16% active; further: potency means the concentration at half of the fitted maximal effect; on the % scale 0 is the no-effect control and ±100 the full control effect
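A549 ARE-Fluc cells in 5% FBS OPTI-MEM, 5000 cells/well, rested 2 h then exposed to compounds in concentration-response for 18-24 h at 37 °C. Viability by CellTiter-Fluor fluorescence (Ex 405/Em 525) after 30 min; luciferase luminescence (BugLite, 15 min, RT) read afterwards.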
ATXN2 expr inh: ATXN2 expression inhibition; HEK-293 ATXN2-luciferase reporter, luminescence, 24 h; Potency, µM (highest dose often 57 µM), for inactives: at the top dose activity change, negative = inhibition, hits mostly inhibitors; 360,000 tested, 0.72% active; further: potency means the concentration at half of the fitted maximal effect; on the % scale 0 is the no-effect control and ±100 the full control effect; nearly all actives have a fitted effect of over 55% in size
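qHTS (up to 57 uM final) was run with 24 h compound exposure of reporter cells at 37 °C. Each well was multiplexed: SteadyGlo luminescence measured ATXN2-luciferase expression after a fluorogenic Gly-Phe-AFC viability readout (25 uM final).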
TGFb SMAD3 inh: inhibitors of TGF-b signaling. HepG2 CAGA-GFP TGF-b/SMAD3 reporter, GFP fluorescence, 18 h; TGF-beta stimulated, 500 pg/mL final. Potency, µM (titrated, usually from 46.1 µM), for inactives: at the highest dose activity, negative = inhibition, actives largely listed as inhibitors. 410,000 tested, 1.2% active. AID 588855; further: potency means the concentration at half of the fitted maximal effect; on the % scale 0 is the no-effect control and ±100 the full control effect; nearly all actives have a fitted effect of over 65% in size
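Per well, imaged GFP fluorescence of HEPG2 CAGA-GFP cells gives the signal; cells get compound, then TGF-beta (500 pg/mL final), 18 h at 37 degrees C; %Activity versus -TGF-beta and +DMSO controls.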
Active calls of the source: *; i = inactive; u = inconclusive; x = not tested or not shown; & = joins results of further samples; [ ] = dose if it differs, or a comment. Unless noted, the call rests on the fitted dose curve; in most records, active means well fitted curve in the direction sought with a large enough effect; inconclusive means small, poorly fitted or top-dose-only effect, or another doubt; inactive means no such curve, though single readings can be large; an effect the other way counts as inactive or inconclusive.

Structure | Nrf2 ARE act | EPAC2 agonist | IL2 activator | ATXN viability | HepG2 viability | Nrf2 inh | A549 viability | ATXN2 expr inh | TGFb SMAD3 inh
Cc1sc2nc(C(C)C)nc(SCC(=O)N3CCOCC3)c2c1C | -0.4% | 8.1% | -0.2 | i | -21.7% | -20.3% | -4.4% | 2.3% | 1.3%
COc1ccc(C(=O)Nc2nnc(S(=O)(=O)N(C)c3ccc(C)cc3)s2)cc1 | -0.4% | x | x | x | -4.5% | u | -0.3% | x | -4.7%
CCOc1cc(CNc2ccc(S(N)(=O)=O)cc2)cc(Cl)c1OC | -0.3% | 7.2% | 0.4 | i | -1.2% | u | -9.8% | -6.2% | 0.0%
CCN(C(=O)c1ccc2c(=O)n3c(nc2c1)CCCCC3)c1ccccc1C | 0.3% | 8.5% | 2.1 | i | -7.0% | 9.0% | 15.8% | x | 8.0%
CC(C)(C)n1nnnc1C(c1cccs1)N1CCCc2ccccc21 (stereo not given) | 0.8% | -7.1% | -0.7 | i | -2.9% | -14.8% | -5.1% | 1.4% | u
CC(C)(C)c1ccc(C(O)c2ncc(-c3ccc(F)cc3)[nH]2)cc1 (stereo not given) | -1.9% | 0.8% | -0.4 | u | -70.7% | x | x | u | u
CCOC(=O)c1sc2nc(CC(=O)OC)nc(NCC(=O)OC)c2c1C | -0.9% | -6.3% | -3.2 | i | 1.5% | 3.1% | 1.0% | -9.1% | 15.8%
CCOC(=O)c1nn(-c2ccccc2)c(=O)cc1OCC(=O)Nc1cc(C)ccc1OC | -0.2% | -1.0% | 0.7 | i | 5.9% | 12.7% | 4.8% | 0.1% | 2.1%
COc1cc(C2C(C(=O)c3cc4ccccc4o3)=C(O)C(=O)N2CCN2CCOCC2)ccc1OCCC(C)C (stereo not given) | 0.6% | -20.3% | -1.3 | i | -22.7% | -2.3% | -8.4% | -11.3% | 8.0%
COc1ccccc1N(C)S(=O)(=O)c1ccc(C(=O)OCC(=O)N(C)c2ccccc2)cc1 | -0.5% | -1.3% | -0.7 | i | 9.6% | 1.2% | -0.2% | -5.1% | 3.4%
Cc1ccc(NC(=O)CCC(=O)OCC(=O)c2ccc(Oc3ccc([N+](=O)[O-])cc3)cc2)cc1C | -0.3% | 7.6% | 0.5 | i | -24.6% | 6.6% | x | -5.0% | 0.3%
CC(C(=O)OCC(=O)N1CCCCC1)N1C(=O)c2ccccc2C1=O (stereo not given) | -1.0% | 3.0% | 1.9 | i | 0.0% | 5.2% | 8.6% | -16.2% | u
Cc1c(C(=O)OCC(=O)NCc2ccco2)oc2ccccc12 | 11.8% | 5.7% | -0.4 | i | -2.5% | 0.0% | -5.6% | -9.5% | 4.7%
COC(=O)c1ccccc1NC(=O)c1ccc(COc2cc(C)cc(C)c2)o1 | 0.1%&-0.4% | 14.2% | 1.0 | i | -18.1%&-4.1% | -17.5%&-29.3% | -4.2%&-2.7% | 1.2%&-9.4% | -8.1%&16.7%
CC(C)(C)NCCOc1ccc2ccccc2c1 | 0.1% | 4.1% | -0.5 | i | 7.6% | 5.1% | 0.6% | x | -4.5%
COc1ccccc1OCCCCN1CCCCC1 | -0.1% | 1.5% | -1.9 | x | -11.3% | 3.0% | 16.4% | x | 1.9%
CSc1ccc(CCNC(=O)c2cc3n(n2)CCCN(Cc2ccc(C)cc2)C3=O)cc1 | 0.5% | x | x | i | -11.0% | x | 8.3% | 1.7% | 7.7%
Cc1ccc(NC(N)=S)cc1C | 0.0% | 7.6% | -0.1 | i | -31.6% | -16.1% | 21.2% | -10.9% | -22.9%
Cc1cc(C)nc(NS(=O)(=O)c2ccc(NC(=O)c3cc4c(=O)n5cccc(C)c5nc4n3C)cc2)n1 | 0.1% | 0.0% | -0.4 | i | -11.6% | 23.1µM* | -13.0% | 1.1% | 7.1%
O=C(COc1ncnc2sccc12)Nc1cccc(S(=O)(=O)N2CCCC2)c1 | 2.6% | 7.7% | -0.7 | i | -18.0% | u | -7.7% | 2.8% | -3.1%
CC1=NN(c2ccccc2)C(=O)/C1=C/c1cccs1 | 11.7% | 10.1% | -2.8 | i | -67.8% | 18.0% | 8.3% | 9.6% | -3.5%
CSCC[C@H](NC(=O)OC(C)(C)C)C(=O)N/N=C/c1cc2ccc(C)cc2nc1Cl | -0.7%[9.22 µM] | -9.0% | -0.4 | u | -6.3% | 6.7% | -0.8% | -2.2% | u
C=CCn1c(-c2csc3c2CCC(C)C3)n[nH]c1=S (stereo not given) | 0.4% | -11.2% | -1.8 | i | -14.6% | 3.1% | 3.6% | -2.4% | u
Cc1cnc(C)c(Nc2nc(C(N)CCc3ccccc3)cs2)n1 (stereo not given) | 6.1% | 0.9% | -0.1 | i | -65.7% | x | x | -4.0% | u
Cn1c(=O)n(C)c2cc(/C=N/NC(=O)c3ccc(Cl)cc3Cl)ccc21 | 3.1% | 2.9% | 1.0 | u | -10.6% | u | -4.4% | 26.8% | -0.1%
CCN(CC)CCNC(=O)C1CCN(C(=O)c2cnn(-c3ccccc3)c2-n2cccc2)CC1 | 4.5% | x | x | i | 12.1% | 23.7% | 6.0% | 41.4%[activator] | 17.3%
Cc1ccc(NC2=C(Cl)C(=O)OC2OC(=O)c2ccc(C)cc2)cc1 (stereo not given) | u | 4.8% | -3.3 | i | -22.4% | -14.3% | -1.8% | -0.5% | -4.1%
Cc1c(OCC(=O)NCCCN2CCCC2=O)ccc2c3c(c(=O)oc12)CCCC3 | 0.3% | 8.2% | -2.0 | i | -3.3% | u | -1.9% | -4.5% | -0.2%
CC(=O)c1ccc(NC(=O)CSC2=NS(=O)(=O)c3cc(Cl)ccc3N2)cc1 | -0.3% | 3.3% | -3.5 | i | -19.2% | 5.7% | 1.0% | 8.4% | -17.2%
O=C(Cn1ncc2c3ccccc3n(Cc3ccccc3)c2c1=O)NC1CCCC1 | -0.5% | -6.6% | -3.6 | i | -3.7% | 5.7% | 2.9% | 19.0% | 0.6%
O=C(NCc1cnn(-c2ccccc2)c1)C1CCC(=O)N(C2CC2)C1 (stereo not given) | -0.7% | 4.9% | 1.1 | i | 8.0% | -14.6% | 3.1% | 1.2% | 9.7%
CCOC(=O)C1=C(CC)OC(N)=C(C#N)C1c1ccsc1 (stereo not given) | 8.1% | -15.8% | -0.4 | i | -37.3% | -4.3% | -2.5% | -7.8% | -23.6%
CC(C)NC(=O)c1nc2ccccc2s1 | 4.8% | 5.9% | -3.3 | i | -8.7% | u | 7.6% | 35.0% | 27.9%
CCNC(=S)Nn1cnc2ccccc21 | -0.9% | 10.2% | -1.7 | i | -77.3% | 8.0% | -16.6% | 1.1% | -0.3%
COc1cc(/C=N/NC(=O)CSCc2ccc([N+](=O)[O-])cc2)cc(OC)c1OC | 0.3% | 8.3% | -3.5 | i | -14.7% | -32.0% | 0.4% | -30.7% | -2.3%
CCOP(=O)(OCC)C1NC(=O)N(c2ccccc2)C1=O (stereo not given) | 0.0% | 5.6% | 2.6 | i | -28.4% | 3.4% | 2.0% | 8.2% | -11.9%
COc1ccc(Cl)cc1NC(=O)c1cc(-c2ccc3c(c2)OCO3)on1 | 7.5% | x | x | i | -17.9% | 19.0% | 4.0% | 6.4% | 1.6%
COc1cc(C(=O)NCCC(=O)NCc2cccs2)cc(OC)c1OC | 0.3% | 10.3% | -2.8 | i | 2.3% | x | x | x | 8.0%
O=C(N/C(=C/c1ccc([N+](=O)[O-])cc1)C(=O)N1CCCC1)c1ccccc1 | -0.2% | 10.3% | -2.1 | i | -9.2% | -9.2% | 0.3% | 10.5% | -1.4%
COc1ccc(O)c(/C=N/Nc2nc(C)cc(-c3ccccc3)n2)c1 | 7.0% | 10.4% | -5.7 | u | -43.4% | u | -5.7% | -38.0% | u
O=C(CN1CCN(Cc2ccccc2)CC1)Nc1ccc(F)c(F)c1 | 0.3% | -2.0% | 3.3 | i | -12.9% | u | -3.1% | x | -12.3%
O=C(Nc1cc(Cl)ccc1Oc1ccccc1)C1=COCCO1 | 1.0% | 24.5% | -3.9 | i | 6.3% | -4.3% | 1.5% | -16.6% | u
Nc1nonc1-n1nnc(C(=O)N/N=C/c2ccncc2)c1CSc1ccc(Cl)cc1 | 0.0% | -8.3% | -0.9 | i | 7.9% | -26.8% | -6.4% | 7.1% | 1.1%
CCC(=O)c1ccc(OCC(=O)NCC2COc3ccccc3O2)cc1 (stereo not given) | -0.5% | 12.0% | -0.6 | i | 9.0% | 12.5% | 3.8% | -12.9% | -13.2%
Brc1ccc(/C=N/Nc2nc3ccccc3o2)cc1 | 15.1% | 12.9% | -1.1 | i | -45.3% | u | -0.2% | 58.1%[activator] | u
Cc1ccc(S(=O)(=O)CCC(=O)OCC(=O)c2c[nH]c3ccccc23)cc1 | -0.2% | 7.9% | 2.2 | i | -26.2% | 12.0% | 13.9% | 0.2% | -14.7%
CC(Cc1c[nH]c2ccccc12)C(=O)N1CCN(c2ccccc2F)CC1 (stereo not given) | -0.3% | -2.1% | -1.5 | i | -16.6% | -5.2% | 2.0% | -15.3% | -20.8%
O=[N+]([O-])c1ccccc1S(=O)(=O)Nc1ccc(S(=O)(=O)Nc2nccs2)cc1 | 20.3% | 12.3% | -2.2 | i | -3.1% | -12.9% | -0.5% | 0.8% | u
COc1ccc(S(=O)(=O)NC(C)C)cc1C(=O)N1CCOCC1 | -0.6% | 11.1% | 0.3 | i | -15.9% | -14.7% | 2.2% | -18.9% | 3.2%
COC(=O)c1ccc(C(=O)Nc2ccc(F)cc2)cc1 | 3.9% | 0.5% | 0.0 | i | -0.4% | 6.6% | -2.6% | 30.4%[activator] | 13.3%
